Rpn11 block = inhibitors of human proteasome Rpn11; actives 0.59% (n = 360,000); human 26S proteasome, Ub4-pepOG fluorescence polarization; 20S core pre-blocked with epoxomicin; AID 588493; calls only at 20 µM;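 active = inhibition at 20 µM, scaled to each plate's controls, above about 33%, limit read from the data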
Target sequence (O00487 whole entry, looked up): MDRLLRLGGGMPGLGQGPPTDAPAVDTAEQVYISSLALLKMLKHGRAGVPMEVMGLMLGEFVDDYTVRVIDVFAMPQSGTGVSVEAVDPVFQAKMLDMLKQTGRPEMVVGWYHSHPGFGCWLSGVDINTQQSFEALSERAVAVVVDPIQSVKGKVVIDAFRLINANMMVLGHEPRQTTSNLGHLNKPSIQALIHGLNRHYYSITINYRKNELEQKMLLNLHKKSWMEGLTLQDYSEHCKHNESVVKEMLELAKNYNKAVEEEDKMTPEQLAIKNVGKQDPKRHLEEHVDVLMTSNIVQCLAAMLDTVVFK
CSN deneddyl inh = blocks human CSN-mediated cullin deneddylation; Q92905; Purified CSN, SCF-Nedd8-OG deneddylation, fluorescence polarization; inhibition, % at 12.5 µM; actives 0.38% (n = 360,000);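 active = pattern-corrected inhibition above about 35%, with an unprinted fluorescence ratio check between 0.5 and 1.5, limit read from the data, passing the limit was not always enough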;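 also: 0% = enzyme with substrate and 100% = substrate without enzyme; some results filed as inactive read as strong as hits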
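Schedule: reaction 90 min, room temperature / Assay system: HEK293T-derived human Csn5 enzyme / Input: Csn5 at 0.24 nM final / Measure: inhibition of Csn5 cleavage, % / Control set: substrate-only high control, full reaction low control / Technique: fluorescence polarization of the substrate / Buffer or medium: Tris/NaCl/DTT buffer, pH 7.5 / Reagent: SCFSkp2-Nedd8OG substrate at 10 nM final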
MT1-MMP act inh = inhibitors of human MT1-MMP activation; HT1080 RFP-PRO-GFP cells, GFP/RFP ratio fluorescence, overnight; percent of plate control window, DMSO zero; GFP/RFP ratio change, % at 20 µM; P50281; actives 0.061% (n = 360,000);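 active = GFP/RFP ratio change of at least 30% with cell ATP level not reduced by more than half and red fluorescence within 50% of control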; also: strong numbers were not always called active
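Assay system: HT1080 RFP-PRO-GFP cells. Benchmarks: DMSO vehicle wells and RFP-L50D-GFP reporter cell wells. Times: overnight cell settling, then overnight compound exposure, 37 °C, 5% CO2. Compound: 20 µM single dose, 1% DMSO. Read-out basis: GFP/RFP fluorescence ratio.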
MLLE-PAM2 inh = inhibitors of microRNA-mediated deadenylation, human PABP1 MLLE binding. P11940. GST-MLLE / FITC-PAM2 fluorescence polarization. inhibition, % at 20 µM. actives 0.36% (n = 360,000). AID 588489; in the data active = inhibition above about 35%, passing the limit was not always enough;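 also: plate controls were DMSO wells with GST-MLLE for no effect and wells lacking GST-MLLE protein for full effect; some results filed as inactive read as strong as hits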
Target sequence (P11940 whole entry, looked up): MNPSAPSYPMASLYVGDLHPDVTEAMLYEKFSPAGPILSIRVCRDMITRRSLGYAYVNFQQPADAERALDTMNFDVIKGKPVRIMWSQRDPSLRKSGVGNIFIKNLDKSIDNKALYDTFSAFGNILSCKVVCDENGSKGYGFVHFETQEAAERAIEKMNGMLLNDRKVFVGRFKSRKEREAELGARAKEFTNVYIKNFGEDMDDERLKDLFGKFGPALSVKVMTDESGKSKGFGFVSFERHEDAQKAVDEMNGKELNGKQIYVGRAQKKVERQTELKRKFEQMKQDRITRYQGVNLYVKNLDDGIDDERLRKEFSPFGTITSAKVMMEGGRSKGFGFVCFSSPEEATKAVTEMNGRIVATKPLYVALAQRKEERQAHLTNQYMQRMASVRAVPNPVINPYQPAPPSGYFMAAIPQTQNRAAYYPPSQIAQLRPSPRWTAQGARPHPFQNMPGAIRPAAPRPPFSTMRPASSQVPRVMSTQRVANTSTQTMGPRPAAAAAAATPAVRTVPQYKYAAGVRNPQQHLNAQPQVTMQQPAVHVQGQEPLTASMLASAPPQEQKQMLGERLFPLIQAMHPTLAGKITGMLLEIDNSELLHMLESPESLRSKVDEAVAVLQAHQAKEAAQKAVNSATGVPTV
E coli Lon inh = inhibitors of E. coli Lon protease; P0A9M0; purified E. coli Lon protease, fluorescence polarization; actives 0.42% (n = 360,000); inhibition, % at 7.94 µM; in the data active = inhibition above about 13%, passing the limit was not always enough;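 also: 0% = enzyme with probe and DMSO and 100% = no enzyme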
bovine MsrA act = bovine methionine sulfoxide reductase A activation; purified bovine MsrA, absorbance read-out; activation, % at 10.6 µM; actives 0.3% (n = 360,000); AID 602163; in the data active = activation above about 7.5%;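 also: 0% = vehicle and 100% = reference activator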
FAS-TE inh = FAS thioesterase (human) inhibition | P49327 | recombinant FAS-TE, OMFH fluorogenic substrate, fluorescence endpoint | inhibition, % at 15 µM | actives 0.67% (n = 360,000) | AID 602261;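 active = compounds whose normalised, plate-corrected inhibition of enzyme fluorescence in the single-dose primary screen is 50% or more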;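 also: 0% = DMSO with enzyme and 100% = substrate without enzyme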
Rin1-Abl PPI inh = human Rin1-Abl interaction inhibition; TR-FRET Rin1/Abl binding, biochemical; inhibition, % at 7.35 µM; actives 0.4% (n = 360,000); AID 588664; in the data active = inhibition above about 5%, passing the limit was not always enough
MsrA inh = bovine MsrA inhibition; purified bovine MsrA, absorbance read-out; inhibition, % at 15.5 µM; actives 0.75% (n = 360,000); AID 651718; in the data active = inhibition above about 4.5%;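 also: 0% = vehicle wells with enzyme and 100% = reference inhibitor wells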
Starred values were filed as active, the others as inactive; i = inactive; . = no result given.

Start of the data: the first three records (preview)
SMILES | Rpn11 block | CSN deneddyl inh | MT1-MMP act inh | MLLE-PAM2 inh | E coli Lon inh | bovine MsrA act | FAS-TE inh | Rin1-Abl PPI inh | MsrA inh
CCOC(=O)CSc1nc2ccc(NC(C)=O)cc2s1 | i | 1 | -2 | 17 | -1 | 0 | -7 | 0 | 2.0
O=c1c2sc3nc(N4CCOCC4)c4c(c3c2ncn1CCc1ccccc1)CCCC4 | i | 6 | -13 | -6 | -7 | -10 | 33 | 0 | -1.3
NC(=S)c1csc(CCNC(=O)c2ccccc2)n1 | i | -7 | 0 | 22 | -2 | -4 | -6 | 3 | 2.0

The list itself, repeating the preview:
SMILES | Rpn11 block | CSN deneddyl inh | MT1-MMP act inh | MLLE-PAM2 inh | E coli Lon inh | bovine MsrA act | FAS-TE inh | Rin1-Abl PPI inh | MsrA inh
CCOC(=O)CSc1nc2ccc(NC(C)=O)cc2s1 | i | 1 | -2 | 17 | -1 | 0 | -7 | 0 | 2.0
O=c1c2sc3nc(N4CCOCC4)c4c(c3c2ncn1CCc1ccccc1)CCCC4 | i | 6 | -13 | -6 | -7 | -10 | 33 | 0 | -1.3
NC(=S)c1csc(CCNC(=O)c2ccccc2)n1 | i | -7 | 0 | 22 | -2 | -4 | -6 | 3 | 2.0
Cc1ncc(CN2CCC(C(=O)Nc3ccc(Oc4cccnc4)cc3)CC2)cn1 | i | 3 | -2 | 4 | 0 | -2 | -6 | 0 | -0.3
O=C(CNC(=O)C1CCCCC1)NCc1ccco1 | i | -1 | 0 | -9 | 3 | -9 | -2 | -1 | 0.5
Cc1ccc(C2CC(c3ccccc3C)n3nc(N)nc3N2)cc1 (stereo not given) | i | 0 | 1 | 13 | -3 | 0 | -8 | 3 | 0.3
CCN(CCn1cccn1)C(=O)CCc1nnc(Cc2c[nH]c3ccccc23)o1 | i | 7 | -3 | 12 | -7 | -4 | -8 | -3 | 2.1
Cc1cc(C)nc(SC(C)C(=O)N/N=C/c2cccs2)n1 (stereo not given) | i | -2 | 8 | -25 | -7 | -13 | -4 | -3 | 2.5
Cc1ccc(Cc2c(-c3ccccc3)nc3ccc(Br)cn23)cc1 | i | 5 | -9 | 36 | -1 | -4 | 13 | -15 | 0.2
CCOC(=O)CN1C2=NCCCN2c2ccccc21 | i | 3 | 0 | -9 | 7 | -4 | -2 | -2 | 0.7
COc1ccc(OC)c(Cc2nnc(CCC(=O)NC3C4CC5CC(C4)CC3C5)o2)c1 (stereo not given) | i | -3 | 3 | -10 | -11 | -2 | -1 | -1 | 1.1
CSc1ccccc1C(=O)Nc1cc(C)ccc1C | i | 6 | -2 | -3 | -1 | -4 | -4 | 3 | 1.3
O=C(CS(=O)c1ccc(Br)cc1)N1CCOCC1 (stereo not given) | i | 2 | 0 | 5 | -6 | -3 | -3 | 1 | -0.6
O=C(CCCCCn1c(=S)[nH]c2cc3c(cc2c1=O)OCO3)NCCc1ccccc1 | i | 3 | 0 | -77 | 2 | -5 | 0 | 5 | 0.8
COc1ccc(C(=O)NC2CC2)cc1OC1CCN(Cc2ccccc2F)CC1 | i | 1 | -1 | -4 | -1 | -2 | -5 | 0 | -0.6
O=C(Nc1ccccc1)OCCOc1ccccc1 | i | -9 | 1 | 8 | 3 | -9 | 1 | 1 | -0.6
COCCNC(=O)CN(C(=O)CCC(=O)Nc1cc(C)on1)c1ccc(C)cc1C | i | -5 | 3 | 0 | -2 | 2 | -4 | 3 | -0.1
CC(NC(=O)Nc1cccc([N+](=O)[O-])c1)c1ccc2c(c1)OCO2 (stereo not given) | i | 1 | 4 | 1 | -7 | -15 | 83* | -2 | -0.6
CC(CCc1ccccc1)NS(=O)(=O)c1ccccc1Cl (stereo not given) | i | 34 | -1 | 26 | -3 | -2 | 11 | 4 | 0.6
CC(C)CC(OC(=O)c1nsc(Cl)c1Cl)C(=O)NCC1CCCO1 (stereo not given) | i | -3 | 5 | 2 | -5 | -3 | -1 | -1 | 0.8
CC(=O)N1CCN(c2cc(N3CCc4ccccc4C3)c(F)cc2[N+](=O)[O-])CC1 | i | 1 | 5 | -6 | -13 | -4 | 27 | -7 | 0.6
O=C(CN1CCN(Cc2ccccc2)CC1)Nc1ccc2c(c1)CCC2 | i | -5 | -1 | -7 | -5 | -7 | -2 | -5 | -0.8
CCc1nc(N2CCN(C(C)=O)CC2)c(C#N)c2c1COC(C)(C)C2 | i | 1 | 1 | 4 | 4 | -2 | -10 | -2 | 1.7
CCOC(=O)N1CCN(C(=O)C2CCN(c3nnc(-n4cccc4)s3)CC2)CC1 | i | 1 | 1 | 11 | 0 | -1 | -2 | 3 | -0.4
COC(=O)c1sccc1NC(=O)c1cc(OC)c(OC)c(OC)c1 | i | 1 | -1 | -1 | 5 | -2 | 0 | 0 | -0.8

Random excerpt: 2 entries already listed, in no set order.
SMILES | Rpn11 block | CSN deneddyl inh | MT1-MMP act inh | MLLE-PAM2 inh | E coli Lon inh | bovine MsrA act | FAS-TE inh | Rin1-Abl PPI inh | MsrA inh
COCCNC(=O)CN(C(=O)CCC(=O)Nc1cc(C)on1)c1ccc(C)cc1C | i | -5 | 3 | 0 | -2 | 2 | -4 | 3 | -0.1
NC(=S)c1csc(CCNC(=O)c2ccccc2)n1 | i | -7 | 0 | 22 | -2 | -4 | -6 | 3 | 2.0

The listing picks up, starting four compounds before the break.
SMILES | Rpn11 block | CSN deneddyl inh | MT1-MMP act inh | MLLE-PAM2 inh | E coli Lon inh | bovine MsrA act | FAS-TE inh | Rin1-Abl PPI inh | MsrA inh
O=C(CN1CCN(Cc2ccccc2)CC1)Nc1ccc2c(c1)CCC2 | i | -5 | -1 | -7 | -5 | -7 | -2 | -5 | -0.8
CCc1nc(N2CCN(C(C)=O)CC2)c(C#N)c2c1COC(C)(C)C2 | i | 1 | 1 | 4 | 4 | -2 | -10 | -2 | 1.7
CCOC(=O)N1CCN(C(=O)C2CCN(c3nnc(-n4cccc4)s3)CC2)CC1 | i | 1 | 1 | 11 | 0 | -1 | -2 | 3 | -0.4
COC(=O)c1sccc1NC(=O)c1cc(OC)c(OC)c(OC)c1 | i | 1 | -1 | -1 | 5 | -2 | 0 | 0 | -0.8
Cc1cc(=O)oc2cc(OCC(=O)N3CC(=O)Nc4ccccc43)c(Cl)cc12 | i | -1 | -2 | -16 | 3 | 0 | 0 | 1 | 0.0
O=C(COC(=O)C1(c2ccc(Cl)cc2)CCCC1)NC1CCS(=O)(=O)C1 (stereo not given) | i | 3 | . | 3 | 0 | 1 | 2 | 0 | -1.1
O=C(Nc1cccc(C(=O)N2CCOCC2)c1)C1CC1 | i | 3 | 1 | -2 | -11 | -5 | -11 | -2 | -0.2
OC[C@@H]1CN(Cc2ccc(F)cc2)C[C@H](n2cnc3c(NCc4ccco4)ncnc32)O1 | i | 0 | 2 | 2 | -24 | -1 | -4 | 1 | -0.7
Cn1c(-c2ccccc2)cccc1=O | i | 4 | -3 | 3 | -2 | -2 | -7 | 2 | 2.0
NC(=O)C1CCN(C(=O)Nc2csc3ccccc23)CC1 | i | -3 | 2 | -3 | 6 | -2 | -8 | 3 | -1.6
COCCNC(=O)CCCC(=O)NCCOC | i | -18 | 2 | -4 | 3 | -8 | -11 | 3 | 0.2
N/C(Cn1cncn1)=N\OC(=O)c1ccc(Cl)cc1 | i | -1 | -2 | -35 | -4 | -3 | -14 | -4 | -0.7
CCOC(=O)C(C(=O)OCC)C1OC(=O)c2cc3c(cc21)C(=O)OC3C(C(=O)OCC)C(=O)OCC (stereo not given) | i | -5 | 1 | 7 | -9 | -7 | -5 | 2 | -0.3
CN1C=C/C(=C\c2cc[n+](C)c3ccccc23)c2ccccc21 | i | -5 | 15 | -116 | 7 | 5 | 5 | -4 | 48*
S=c1[nH]c(-c2ccccc2)cn1/N=C/c1ccc(Br)cc1 | i | -7 | 4 | 19 | 3 | -1 | 13 | 3 | 0.0
O=C(NC(c1ccccc1)c1ccccc1)c1cccc(S(=O)(=O)NCc2ccccc2)c1 | i | -2 | -2 | -1 | -13 | 1 | 17 | -1 | -0.3
COc1ccc(S(=O)(=O)N2CCC(C(=O)N[C@@H](C)C(=O)N3CCCCCC3)CC2)cc1 | i | 1 | -3 | 3 | 1 | 1 | -6 | -4 | 0.2
O=C(Nc1cccc(C(F)(F)F)c1)C1Cc2c(-c3ccco3)ccnc2O1 (stereo not given) | i | 2 | 1 | -14 | -5 | -2 | 24 | -4 | 0.5
CC(=O)NCCOc1nc(N(C)C)nc(N2CCOCC2)n1 | i | -1 | -4 | 5 | -8 | -5 | -6 | 1 | -0.7
O=C(COC(=O)CCC1CCCC1)Nc1ccccc1OC(F)F | i | -5 | -4 | 7 | 3 | -15 | 7 | -4 | -1.7
CCOc1cc(N2CCOCC2)c(OCC)cc1NC(=O)CN1CCc2ccccc2C1 | i | 0 | 0 | -1 | 7 | 1 | 4 | 0 | 0.3
CC(=O)/C(=N\Nc1ccc(Cl)cc1)Sc1nnc(-c2ccccc2)n1-c1ccccc1 | i | -2 | 6 | -88 | -6 | -2 | 3 | -1 | -0.4
CCc1ccc2[nH]cc(C(=O)OCCOC)c(=O)c2c1 | i | 1 | 9 | 8 | -12 | -4 | -11 | 0 | -0.4
CC(C)(C)NC(=O)CC1C(=O)NCCN1Cc1c(F)cccc1Cl (stereo not given) | i | 3 | -3 | 3 | 1 | -3 | -7 | -3 | 0.2
CCCc1c(O)nc(SCCN(CC)CC)n(C(=O)c2ccccc2)c1=O | i | 1 | 1 | 8 | -1 | 0 | 2 | -2 | -0.7
CCOc1ccc(NS(=O)(=O)c2csc(C(N)=O)c2)cc1 | i | -4 | 7 | -7 | 7 | -6 | -3 | -2 | -1.0
CCN=C1S/C(=C\c2cn(CC(=O)NCCOC)c3ccccc23)C(=O)N1CC | i | 4 | 1 | -1 | 5 | -4 | -15 | -1 | -0.1
CCOP(=O)(OCC)C(NC(=O)NS(=O)(=O)c1ccc(C)cc1)c1ccccc1 (stereo not given) | i | 1 | 1 | 17 | 3 | -3 | -6 | 1 | -0.6
COc1ccccc1/C=N/NC(=O)COCC(=O)N/N=C/c1ccccc1OC | i | 0 | -1 | 7 | -15 | -6 | -3 | -2 | 4.4
COC(=O)c1ccc(Cn2c(C)c(C(=O)NCc3ccco3)sc2=O)o1 | i | -2 | -2 | 12 | -4 | 0 | -5 | 1 | 0.3
Cc1ccc(S(=O)(=O)N2CCC(C(=O)NC3CC(C)(C)NC(C)(C)C3)CC2)cc1 | i | 2 | -2 | 9 | -2 | -2 | -5 | -3 | -0.1
O=C(CSCC(=O)OCn1nnc2ccccc2c1=O)Nc1ccc(Cl)cc1 | i | 5 | 1 | 12 | 17* | -1 | 4 | -1 | 1.2
C/C(CCC(C)C)=N\NC(=S)NCc1ccccc1 | i | 0 | 1 | 25 | -2 | -1 | 16 | 5 | 1.6
CN(C)N=Nc1nc2c([nH]1)c(=O)n(C)c(=O)n2C | i | 5 | 4 | -3 | 5 | -3 | -7 | 0 | 2.0
